From PubChem BioAssay
Rac1 act GTP bind: GTP binding modulators of activated mutant Rac1, primary screen, biochemical, bead-based flow cytometry, multiplex, fluorescent GTP. AID 764, 2007. percent activity (GTP binding), % at 10 µM. GST-Rac1 activated beads; actives lie on both sides; 100% means binding = to untreated wells. actives 0.11% (n = 190,000). Ras-related C3 botulinum toxin substrate 1 (Homo sapiens), P63000;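 active = GTP binding at least 20 percentage points away from the 100% baseline, in either direction, so actives lie on both sides; inconclusive = Compound likely fluorescent itself, or too few beads counted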
ABCG2 inh: ABCG2 efflux pump inhibitors, primary screen, multiplex with ABCB1, IgMXP3 cells, flow cytometry. Broad substrate specificity ATP-binding cassette transporter ABCG2 (Homo sapiens), Q9UNQ0. JC-1 efflux. inhibition, % at 6.6 µM. actives 0.1% (n = 190,000);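 active = inhibition above 80%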;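 also: 0% = DMSO and 100% = nicardipine control wells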
Target sequence (Q9UNQ0 whole entry, looked up): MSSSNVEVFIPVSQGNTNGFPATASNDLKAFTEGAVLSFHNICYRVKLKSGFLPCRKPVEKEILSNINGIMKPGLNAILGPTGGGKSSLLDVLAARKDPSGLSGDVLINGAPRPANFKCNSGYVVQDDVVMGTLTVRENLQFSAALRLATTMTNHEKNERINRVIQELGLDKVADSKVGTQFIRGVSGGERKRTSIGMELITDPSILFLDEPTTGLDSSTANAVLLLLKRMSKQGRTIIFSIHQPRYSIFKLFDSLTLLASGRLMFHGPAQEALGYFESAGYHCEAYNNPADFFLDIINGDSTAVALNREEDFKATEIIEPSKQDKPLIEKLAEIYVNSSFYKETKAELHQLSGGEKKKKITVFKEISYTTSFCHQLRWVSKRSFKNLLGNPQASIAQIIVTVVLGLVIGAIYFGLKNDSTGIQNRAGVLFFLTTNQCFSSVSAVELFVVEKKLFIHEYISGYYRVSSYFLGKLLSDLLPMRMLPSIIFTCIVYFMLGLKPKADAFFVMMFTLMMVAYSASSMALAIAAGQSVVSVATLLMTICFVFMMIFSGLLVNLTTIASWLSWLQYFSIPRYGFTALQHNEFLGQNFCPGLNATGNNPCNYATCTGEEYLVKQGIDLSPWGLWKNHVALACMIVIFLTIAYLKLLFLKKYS
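test system = two drug-resistant human cell lines, ABCG2 and ABCB1 | amount = 3 million cells/mL final, two lines in 1:1 ratio | reagent = JC-1 transporter substrate | doses = one concentration, 6.6 µM final | incubation = 10 min at 25 °C | signal = flow cytometric JC-1 green MFI at 530 nm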
Rab7 wt GTP bind: modulators of GTP binding to Rab7, primary screen, biochemical, wildtype, multiplex bead flow cytometry. Rab7 GTPase wild type (dog), Bodipy-FL-GTP binding. GST-Rab7 beads, fluorescent GTP binding; actives lie on both sides; untreated = 100%, excess cold GTP = 0%. GTP binding activity (percent of control), % at 10 µM. actives 0.055% (n = 190,000);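 active = fluorescent GTP binding to Rab7 beads changed by at least 20 points from the 100% baseline, either direction, mostly lower; inconclusive = compound itself probably fluorescent, or too few beads counted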;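 also: median green fluorescence of bound Bodipy-FL-GTP per Rab7 bead population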
Rac1 wt GTP bind: wildtype Rac1 GTP binding modulators, primary screen, biochemical, GST-Rac1 beads, flow cytometry, multiplex | AID 757, 2007 | actives 0.27% (n = 190,000) | fluorescent GTP binding; actives lie on both sides; 0 = cold GTP competed, 100 = untreated | Ras-related C3 botulinum toxin substrate 1 (Homo sapiens), P63000 | GTP binding activity (% of control), % at 10 µM;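 active = GTP binding activity at least 20 points away from the 100% control level, either lower or higher; inconclusive = compound flagged as likely green fluorescent, judged across all proteins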
Mcl1-Noxa inh: Mcl-1/Noxa binding inhibitors, primary screen, biochemical, TR-FRET, 1536-well; inhibition, % at 21.7 µM; actives 1.5% (n = 220,000); TR-FRET Mcl-1/Noxa peptide binding, 2 h; Induced myeloid leukemia cell differentiation protein Mcl-1 (Homo sapiens), Q07820; AID 1022, 2008;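 active = compounds that cut the protein-peptide binding signal by more than 50% relative to plate controls in a single-dose test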;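 also: His-tagged Mcl-1 with rhodamine Noxa BH3 peptide and terbium anti-His antibody; 0% = Mcl-1 plus Noxa peptide wells and 100% = peptide-only wells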
Target sequence (Q07820 whole entry, looked up): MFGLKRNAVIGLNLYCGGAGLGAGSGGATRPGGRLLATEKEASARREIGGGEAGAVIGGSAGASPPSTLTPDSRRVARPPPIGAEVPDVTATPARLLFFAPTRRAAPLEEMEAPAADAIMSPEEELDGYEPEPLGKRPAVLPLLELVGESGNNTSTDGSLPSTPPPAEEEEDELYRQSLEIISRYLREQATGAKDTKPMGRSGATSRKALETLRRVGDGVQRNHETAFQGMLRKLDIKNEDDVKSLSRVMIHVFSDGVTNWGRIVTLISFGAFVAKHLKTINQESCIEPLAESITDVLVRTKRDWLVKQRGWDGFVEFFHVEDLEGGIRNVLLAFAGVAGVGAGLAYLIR
Pf gamet viab: late stage P. falciparum gametocyte viability inhibitors, primary screen, ATP luminescence, HTS. actives 0.065% (n = 150,000). inhibition, % at 10.9 µM. P. falciparum stage V gametocytes, 24 h;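 active = inhibition above the mean plus 3 SD of compounds within the control limits, set per campaign, cut at about 38% in these data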;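 also: 0% = DMSO wells and 100% = medium only without gametocytes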
ABCB1 block: ABCB1 efflux pump inhibitors, primary screen, cell-based, multiplex, flow cytometry, ABCG2 counter-screen | ATP-dependent translocase ABCB1 (Homo sapiens), P08183 | CCRF-Adr cells, JC-1 efflux | inhibition, % at 6.6 µM | actives 0.067% (n = 190,000); in the data active = inhibition above about 40%;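 also: 0% = vehicle and 100% = reference inhibitor; higher value means more JC-1 retained so stronger ABCB1 efflux block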
Rab2A wt mod: modulators of GTP binding to Rab2A wildtype, primary screen, biochemical, dog, bead-based flow cytometry, multiplex; actives 0.19% (n = 190,000); GTP binding activity, % at 10 µM; GST-Rab2 wt beads, Bodipy-GTP binding; Ras-related protein Rab-2A (Canis lupus familiaris), P61105;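 active = GTP binding activity at least 20 points away from 100%, either lowered or raised; inconclusive = signal likely due to the compound's own green fluorescence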;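 also: 0% = beads with excess unlabeled GTP and 100% = no-compound control corrected for plate trend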
Cdc42 wt GTP: modulators of GTP binding to wildtype Cdc42, primary screen, biochemical, multiplex bead flow cytometry, Bodipy-GTP; GST-Cdc42 beads; actives lie on both sides; Cell division control protein 42 homolog (Homo sapiens), P60953; actives 0.2% (n = 190,000); AID 761, 2007; percent activity (GTP binding), % at 10 µM;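 active = percent activity GTP binding at least 20 points away from the 100% baseline, either down as inhibitor or up as activator; inconclusive = compound flagged as likely green fluorescent from well-wide comparison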;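 also: median bead fluorescence of bound Bodipy-FL-GTP at 100 nM; 0% = excess unlabeled GTP control and 100% = no compound control; below 100% means less GTP binding so inhibitor and above means activator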
Avidin fluor: green autofluorescence of compounds with avidin beads – biophysical, 488/530 nm, flow cytometry, artefact control, profiling panel. AID 1775, 2009. fluorescence (KMESF) at 10 µM. actives 0.38% (n = 220,000). compound fluorescence 488/530 nm; hits give high values; in the data active = fluorescence above about 47; also: inactives centre near 10
HRas wt GTP bind: modulators of GTP binding to HRas wildtype, primary screen, biochemical, bead-based flow cytometry, multiplex; GTPase HRas (Homo sapiens), P01112; GST-Ras wt beads, Bodipy-FL-GTP binding; actives lie on both sides; GTP binding activity, % at 10 µM; actives 0.14% (n = 190,000); AID 759, 2007;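 active = GTP binding activity at least 20% away from the 100% baseline, either lowered as inhibitor or raised as activator; inconclusive = flagged as likely green fluorescent, judged across all proteins in the well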;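 also: 0% = unlabeled GTP competition control and 100% = no-compound control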
Numbers without * were called inactive; ? = inconclusive; · = not tested or not shown.

SMILES	Rac1 act GTP bind	ABCG2 inh	Rab7 wt GTP bind	Rac1 wt GTP bind	Mcl1-Noxa inh	Pf gamet viab	ABCB1 block	Rab2A wt mod	Cdc42 wt GTP	Avidin fluor	HRas wt GTP bind
O=C(Nc1nnc(C2CCCCC2)s1)c1cccs1	101	2	100	108	12	6	0.6	100	103	9	102
C=C(C)CNC(=S)Nc1cccc(S(=O)(=O)NC2=NCCC2)c1	95	0	103	99	-1	-25	0.4	99	97	11	97
O=S1(=O)N=C(N/N=C/C=C/c2ccccc2)c2ccccc21	99	-5	98	99	-23	13	-0.7	101	98	4	97
C=CCc1c(C)nc(C)nc1N/N=C/c1ccccc1O	95	16	95	95	-41	-6	3.6	98	96	9	95
C=CCNC(=S)NNC(=O)c1ccc(OC(C)C)cc1	99	0	103	102	16	-8	0.0	101	102	7	101
CC(=O)Oc1c(C)c(=O)n(C)c2ccccc12	100	-1	100	103	2	-25	-0.4	101	101	9	101
CCN(CC)C(=O)Cn1cc(S(=O)(=O)CC(=O)NCCc2ccc(OC)c(OC)c2)c2ccccc21	96	0	103	99	14	-10	0.0	100	99	12	98
CCOc1ccc(NS(=O)(=O)c2ccc(NS(C)(=O)=O)cc2)cc1	97	1	97	102	-22	·	0.1	99	100	22	99
CCCN1C(=O)/C(=C\C=C2\N(CC)c3ccccc3C2(C)C)SC1=S	?	104*	?	?	-14	5	68*	?	?	25	?
O=C(O)CN(CCO)CCN(CC(=O)O)CC(=O)O	100	1	100	103	-79	·	0.4	100	102	8	104
COc1cc(=O)n2c(n1)SCCC2	97	1	96	97	-7	-4	0.4	96	95	34	98
CSc1nc(-c2ccccc2)nc(N2CCN(C)CC2)c1C(C)=O	100	2	103	104	2	·	0.9	101	102	11	102
COC(=O)Cn1c2ccc(C)cc2c2nc(C)sc21	93	0	96	97	17	·	0.0	94	97	35	97
CCCCCCCCN1C(=O)N(C)C(N(O)C(=O)NC)C1(C)C (stereo not given)	99	3	99	98	8	·	0.6	101	103	15	102
Cc1c(C(=O)NC2CCCc3ccccc32)oc2ccc(S(=O)(=O)N3CCCCC3)cc12 (stereo not given)	99	8	98	100	24	8	1.9	97	100	7	97

Molecules shown so far that contain four or more nitrogen atoms (4):
SMILES	Rac1 act GTP bind	ABCG2 inh	Rab7 wt GTP bind	Rac1 wt GTP bind	Mcl1-Noxa inh	Pf gamet viab	ABCB1 block	Rab2A wt mod	Cdc42 wt GTP	Avidin fluor	HRas wt GTP bind
C=C(C)CNC(=S)Nc1cccc(S(=O)(=O)NC2=NCCC2)c1	95	0	103	99	-1	-25	0.4	99	97	11	97
C=CCc1c(C)nc(C)nc1N/N=C/c1ccccc1O	95	16	95	95	-41	-6	3.6	98	96	9	95
CSc1nc(-c2ccccc2)nc(N2CCN(C)CC2)c1C(C)=O	100	2	103	104	2	·	0.9	101	102	11	102
CCCCCCCCN1C(=O)N(C)C(N(O)C(=O)NC)C1(C)C (stereo not given)	99	3	99	98	8	·	0.6	101	103	15	102

Reformatted as a markdown table: entries from further up.
| Compound | Rac1 act GTP bind | ABCG2 inh | Rab7 wt GTP bind | Rac1 wt GTP bind | Mcl1-Noxa inh | Pf gamet viab | ABCB1 block | Rab2A wt mod | Cdc42 wt GTP | Avidin fluor | HRas wt GTP bind |
| --- | --- | --- | --- | --- | --- | --- | --- | --- | --- | --- | --- |
| CCN(CC)C(=O)Cn1cc(S(=O)(=O)CC(=O)NCCc2ccc(OC)c(OC)c2)c2ccccc21 | 96 | 0 | 103 | 99 | 14 | -10 | 0.0 | 100 | 99 | 12 | 98 |
| CCOc1ccc(NS(=O)(=O)c2ccc(NS(C)(=O)=O)cc2)cc1 | 97 | 1 | 97 | 102 | -22 | · | 0.1 | 99 | 100 | 22 | 99 |
| CCCN1C(=O)/C(=C\C=C2\N(CC)c3ccccc3C2(C)C)SC1=S | ? | 104* | ? | ? | -14 | 5 | 68* | ? | ? | 25 | ? |

(continued)
SMILES	Rac1 act GTP bind	ABCG2 inh	Rab7 wt GTP bind	Rac1 wt GTP bind	Mcl1-Noxa inh	Pf gamet viab	ABCB1 block	Rab2A wt mod	Cdc42 wt GTP	Avidin fluor	HRas wt GTP bind
CC(C)(C)NC(=O)c1ccccc1NC(=O)c1ccc2c(c1)OCO2	94	35	94	96	9	-8	1.1	93	96	10	92
Cc1ccc(C(=O)COC(=O)CNC(=O)COc2ccccc2C)cc1C	100	2	94	101	-10	·	0.5	101	102	15	102
CN(C)c1ccc(S(=O)(=O)N(C)C)cc1[N+](=O)[O-]	94	0	98	104	-1	-12	0.2	103	101	10	96
O=S(=O)(c1ccc(Cl)s1)N1CCN(Cc2ccccc2)CC1	96	2	97	97	-6	·	0.6	97	97	16	99
Cc1ccc(/C=C2\CCC3=C2OC(N)=C(C#N)C3c2ccc(C)cc2)cc1 (stereo not given)	98	85*	104	103	4	·	56*	103	100	66*	102
CN(C(=O)c1ccccn1)c1nnc(-c2ccccn2)s1	101	3	100	103	17	1	0.5	101	100	40	102
CCOC(=O)c1c(C)oc2c1c(C(c1cccnc1)N1CCCCC1)c(O)c1ccccc12 (stereo not given)	95	2	95	98	98*	19	-0.2	96	95	9	94
c1ccc(-n2cccc2CNC2CCCCC2)cc1	103	1	103	103	13	·	0.2	105	106	8	106
O=C(O)c1ccc(N=NNc2cccc([N+](=O)[O-])c2)cc1	97	13	108	100	25	-6	-0.4	100	105	11	99
CN(Cc1ccccc1)C(=O)Cn1c(=O)oc2cc(S(=O)(=O)NCc3ccccc3)ccc21	?	2	?	?	7	·	0.8	?	?	6	?
Cc1nn(C)c(Oc2cccc(Cl)c2)c1C=O	101	3	101	102	15	23	0.9	105	106	8	103
Cc1ccsc1/C=C1\CCc2ccccc2C1=O	101	8	100	105	5	·	1.1	103	101	8	102
O=C(NCC1CCCO1)c1cnn2c1NC(c1ccccc1)CC2C(F)(F)F (stereo not given)	97	20	102	105	4	·	2.2	98	101	30	99
Cc1ccc(NC(=O)COC(=O)c2ccco2)cc1	95	3	96	98	2	0	0.6	96	98	13	95
COc1ccc(Cn2c(=O)[nH]c3cc(C(=O)NCc4ccc5c(c4)OCO5)ccc3c2=O)cc1	99	28	100	107	9	·	0.9	100	102	65*	102
CCOc1ccc2nc(SCC(=O)Nc3ccc4c(c3)OCO4)sc2c1	94	4	98	97	2	-4	0.5	92	98	17	97
O=S(=O)(c1ccc(-c2csc(-c3cccnc3)n2)cc1)N1CCCC1	97	10	101	98	23	14	0.8	99	97	9	99
COc1ccc(NC(=O)CSc2ccc3nnc(-c4cccnc4)n3n2)c(OC)c1	89	2	93	79*	24	·	0.5	83	80	6	84
O=C1c2ccc([N+](=O)[O-])cc2C(=O)N1c1ccc(Cl)cn1	96	-1	98	102	13	23	0.1	98	98	11	99
Cc1ccc(N2C(=O)N(Cc3ccccc3C)c3ccccc3S2(=O)=O)cc1	99	34	96	103	18	0	15	101	102	0	100
Cc1n[nH]c(C)c1S(=O)(=O)N1CCCC(C(=O)NCc2ccc(F)cc2)C1 (stereo not given)	98	28	97	98	-1	0	0.9	96	97	10	97
Cc1ccccc1Cn1cc(NC(=O)c2nc3ncccn3n2)cn1	97	2	96	100	7	10	0.9	97	101	4	98
O=S(=O)(c1ccc(F)c(F)c1)N1CCN(Cc2ccc3c(c2)OCO3)CC1	99	2	98	101	-2	6	0.6	101	102	11	102
CCN(CC)S(=O)(=O)c1ccc(N2CCOCC2)c(NC(=O)Cc2ccccc2)c1	98	11	102	104	2	·	4.7	103	104	15	102
CC1(C)NC(=O)N(CC(O)CN(Cc2ccccc2)Cc2ccccc2)C1=O (stereo not given)	99	0	97	101	11	14	0.6	98	100	9	100
C/C(=C\C(=O)c1ccccc1)NNc1nc2ccccc2s1	99	7	100	101	33	·	1.1	100	99	11	100
O=C(c1ccccc1)c1cc(Cl)ccc1N1C(=O)C=CC1=O	96	0	96	98	32	-48	0.4	95	95	7	96
CC(C)C(=O)Nc1cccc(NC(=S)NC(=O)c2ccc([N+](=O)[O-])cc2)c1	101	6	103	102	10	15	1.0	105	104	11	106
CCOc1cc(CNC2CCCC2)c(Cl)cc1OCC(=O)Nc1ccccc1	95	3	93	96	25	·	0.6	92	102	11	92
NC(=S)Nc1cc2ccccc2c2ccccc12	99	5	98	102	7	0	0.8	102	104	33	103
CC(=O)Nc1ccc(/C=C(\C#N)C(=O)NCc2ccccc2)cc1	97	36	99	103	16	4	1.1	97	99	14	100
CCOC(=O)Cc1nc2ccccc2n(CC#N)c1=O	100	3	98	101	0	-2	0.5	98	101	11	102
COc1ccc(/C=N/NC(=O)c2cccc([N+](=O)[O-])c2)cc1OC(=O)c1ccccc1	96	0	96	97	-9	-11	-0.1	95	97	14	96
CCOC(=O)N1CCN(C(=O)C2CCCN(S(=O)(=O)c3cccnc3)C2)CC1 (stereo not given)	97	-3	103	102	12	·	-2.6	101	102	8	99
Cc1ccc(Cn2nc(C)c(NC(=O)c3nn(C)cc3Cl)c2C)cc1	100	6	98	102	0	·	2.1	100	101	8	101
CCOC(=O)C1=C(C)Nc2nnnn2C1c1cccc(OC)c1OC (stereo not given)	99	1	98	102	12	-7	0.2	96	100	22	101
COC(=O)C(C(=O)Nc1ncccn1)C1CCCCCC1 (stereo not given)	101	-1	100	103	0	·	-0.3	101	99	7	100
O=C(NCCc1c[nH]c2ccccc12)C(=O)NCC1OCCCN1S(=O)(=O)c1ccccc1 (stereo not given)	99	6	98	105	22	·	-0.2	98	103	5	99
